FEN1 inhibitor = inhibitors of human flap endonuclease 1; P39748; Recombinant FEN1 flap cleavage, fluorescence, 15 min; Potency, µM (highest dose often 114 µM), inactives show top-dose activity change, negative = inhibition, most hits filed as inhibitors; 0.35% of 390,000 active; AID 588795; note: nearly all actives have a fitted effect of over 65% in size
Target sequence (P39748 whole entry, looked up): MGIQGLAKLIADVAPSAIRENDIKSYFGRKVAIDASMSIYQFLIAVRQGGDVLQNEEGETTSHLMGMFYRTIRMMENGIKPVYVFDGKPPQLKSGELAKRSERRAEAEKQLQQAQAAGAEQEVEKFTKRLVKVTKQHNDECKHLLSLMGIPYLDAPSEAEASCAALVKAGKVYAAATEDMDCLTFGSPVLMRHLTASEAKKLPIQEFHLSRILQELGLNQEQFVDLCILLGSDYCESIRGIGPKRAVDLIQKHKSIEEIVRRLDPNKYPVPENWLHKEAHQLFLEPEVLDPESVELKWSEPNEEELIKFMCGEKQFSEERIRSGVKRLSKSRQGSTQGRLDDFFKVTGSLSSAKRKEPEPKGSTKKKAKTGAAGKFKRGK
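Quantitative HTS format: each compound was titrated, incubated with 10 nM nuclease for 15 min at room temperature, then challenged with flap substrate at 50 nM final. Signal change over 15 min gave concentration–effect curves.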
TDP1 cell CPT = DT40-hTDP1 cell growth loss with CPT; 12% of 420,000 active; Potency, µM (series often up to 46.2 µM), for inactives: at the top dose activity change, negative = growth inhibition, usual class: inhibitors; chicken DT40 Tdp1-/-;hTDP1 cells + 20 nM CPT, ATP luminescence, 48 h; AID 686979; note: nearly all actives have a fitted effect of over 55% in size
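Cell growth measured by CellTiter-Glo luminescence after a minimum 48 h, 37 C compound exposure with 20 nM CPT in Tdp1-knockout DT40 cells stably expressing hTDP1, seeded 400/well; qHTS titration format.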
GCN5L2 inh = inhibitors of human GCN5L2 histone acetyltransferase | Q92830 | GCN5L2 HAT assay, ThioGlo1 CoA-SH fluorescence | Potency, µM (titrated, usually from 58.9 µM), for the others: at the highest dose activity change, negative = inhibition, most hits filed as inhibitors | 0.21% of 390,000 active | AID 504327
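Fluorescence readout, Ex340nm/Em540nm: ThioGlo1 (50uM final) reacts with free CoA thiol released as 20nM GCN5L2 acetylates H3(1-25) peptide (75uM) using acetyl-CoA (70uM). Compound and enzyme sat 15 min beforehand; 20 min room-temperature reaction.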
* hit, by the source's call; ? = inconclusive; . = not tested or not shown; [ ] = dose if it differs, or a comment. Calls come from the whole dose curve; as a rule, active = well fitted curve in the direction sought with a large enough effect; inconclusive = small, poorly fitted or top-dose-only effect, or another doubt; inactive = no such curve, though single readings can be large; an effect the other way counts as inactive or inconclusive. % is set by controls: 0 for no effect and ±100 for the full control effect; potency is the fitted concentration of half-maximal effect.

SMILES | FEN1 inhibitor | TDP1 cell CPT | GCN5L2 inh
Cc1ccc(C(=O)NCCc2nnc3ccc(SCC(=O)Nc4ccccc4F)nn23)cc1 | -2% | -19% | -5%
COc1ccc(NC(=O)CCNC(=O)c2ccccc2Cl)cc1OC | -3% | -5% | 18%
O=C(Nc1nnc(-c2ccc(F)cc2)s1)c1c(F)cccc1Cl | -13% | -17% | 1%
COc1ccc([C@@H]2[C@@H]3C(=O)N(C(C)(C)C)C(=O)[C@@H]3[C@]3(C)C(=O)N(c4cccc(F)c4)C(=O)N23)cc1 | 7% | -2% | 2%
CCCCN1C(=O)CN(C2CCCCCC2)C(=O)C1c1ccc(OCC)c(OC)c1 (stereo unspecified) | -2% | ? | -6%
COc1ccc(C(=O)Nc2ccc(C(=O)O)cc2NC(=O)c2ccc(OC)cc2)cc1 | 18% | -2% | -4%
Nc1nc(SCc2ccc(F)cc2)n[nH]1 | 4% | -1% | -5%
O=C(Nc1ccc(N2CCCCC2)cc1)c1cc([N+](=O)[O-])cc([N+](=O)[O-])c1 | 0% | 2% | -5%
COc1cccc(C(=O)CN2CCN(S(=O)(=O)c3ccc(Cl)cc3)CC2)c1 | -6% | ? | 0%
CCN(CC(=O)Nc1ccc2c(c1)OCCO2)C(=O)c1ccc([N+](=O)[O-])s1 | 17% | ? | -19%
COc1ccc(C(=O)Cc2cnn(-c3ccccc3)c2)c(O)c1 | 6% | -20% | -4%
COc1ccc(NS(=O)(=O)c2cc([N+](=O)[O-])ccc2N/N=C\c2c(C)[nH]c3ccccc23)cc1 | -18% | 16µM* | -2%
CSc1cccc(NC(=O)Cn2nnc(C(=O)NCCc3ccccc3)c2N)c1 | 2% | -28% | -1%
CCOc1ccc(NC(=S)N2c3ccccc3CC2C)cc1 (stereo unspecified) | 14% | -21% | -4%
COc1ccc(CNC(=O)c2c(O)nc3c(C)cccn3c2=O)cc1 | 17% | ? | -3%

Molecules from the list above containing an NH in an aromatic ring:
SMILES | FEN1 inhibitor | TDP1 cell CPT | GCN5L2 inh
Nc1nc(SCc2ccc(F)cc2)n[nH]1 | 4% | -1% | -5%
COc1ccc(NS(=O)(=O)c2cc([N+](=O)[O-])ccc2N/N=C\c2c(C)[nH]c3ccccc23)cc1 | -18% | 16µM* | -2%

Back to the main list with the 7 entries that preceded the break.
SMILES | FEN1 inhibitor | TDP1 cell CPT | GCN5L2 inh
COc1cccc(C(=O)CN2CCN(S(=O)(=O)c3ccc(Cl)cc3)CC2)c1 | -6% | ? | 0%
CCN(CC(=O)Nc1ccc2c(c1)OCCO2)C(=O)c1ccc([N+](=O)[O-])s1 | 17% | ? | -19%
COc1ccc(C(=O)Cc2cnn(-c3ccccc3)c2)c(O)c1 | 6% | -20% | -4%
COc1ccc(NS(=O)(=O)c2cc([N+](=O)[O-])ccc2N/N=C\c2c(C)[nH]c3ccccc23)cc1 | -18% | 16µM* | -2%
CSc1cccc(NC(=O)Cn2nnc(C(=O)NCCc3ccccc3)c2N)c1 | 2% | -28% | -1%
CCOc1ccc(NC(=S)N2c3ccccc3CC2C)cc1 (stereo unspecified) | 14% | -21% | -4%
COc1ccc(CNC(=O)c2c(O)nc3c(C)cccn3c2=O)cc1 | 17% | ? | -3%
O=C(OCC(=O)N1CCCC1=O)c1cccc(S(=O)(=O)N2CCOCC2)c1 | 3% | 10% | 0%
Cc1cc(Nc2ccc(F)cc2)n2nc(C)nc2n1 | -7% | 7% | -11%
FC(F)(F)c1cc(Cl)c2nnc(-c3ccccn3)n2c1 | -2% | -9% | 2%
COC(=O)c1c(NC(=O)C2C3C=CC(CC3)C2C(=O)O)sc(C)c1C (stereo unspecified) | 0% | -5% | -2%
CNS(=O)(=O)c1ccc(NCC2COc3ccccc3O2)c([N+](=O)[O-])c1 (stereo unspecified) | 4% | ? | -2%
Cc1nc2ccc(NC(=O)Cc3ccc(Br)cc3)cc2s1 | 4% | -18% | -5%
Cc1ccc2oc(C(=O)Nc3ccc(S(=O)(=O)Nc4nc(C)cc(C)n4)cc3)cc(=O)c2c1 | -12% | -20% | -16%
NC(=O)c1ccc[n+]([C@@H]2OC(COP(=O)([O-])OP(=O)(O)OCC3OC(n4cnc5c(N)ncnc54)C(O)C3O)C(O)C2O)c1 (stereo partly specified) | . | -1% | -10%
Cn1nc(C(=O)OCC(=O)c2ccc(Cl)cc2)c2ccccc2c1=O | -9% | 2% | -4%
Cc1cccc(NC(=O)C2C3C=CC(C4CC34)C2C(=O)O)c1 (stereo unspecified) | -5% | ? | 0%
CCOc1ccc(NC(=O)CC2C(=O)N(CC)C(=S)N2CCNC(C)=O)cc1 (stereo unspecified) | -5% | -18% | 1%
CC(Sc1cccc[n+]1[O-])C(=O)Nc1ccc(Oc2ccccc2)cc1 (stereo unspecified) | -5% | ? | 0%
O=C(COC(=O)CNC(=O)c1ccccc1F)Nc1cccnc1Cl | -2% | -13% | -8%
COc1ccc(N2C(=O)c3ccccc3NC2c2ccc(OC)c(Cn3nnc4ccccc43)c2)cc1 (stereo unspecified) | -9% | ? | 11%
COCCN(CC(=O)NC1CCCCC1)C(=O)CSc1nc2ccccc2o1 | -13% | 0% | 0%
CC1CCCN(c2nc(NCc3ccco3)nc(N)c2[N+](=O)[O-])C1 (stereo unspecified) | -12% | ? | -11%
Nc1nonc1-c1nc2ccccc2n1CC(=O)N/N=C/c1ccc(-c2cccc(C(=O)O)c2)o1 | 45µM* | -4% | -13%
Cc1ccc(S(=O)(=O)c2cc3c(=O)n4ccccc4nc3n(CC3CCCO3)c2=N)cc1C (stereo unspecified) | 5% | -5% | -2%
COc1ccc(Nc2cc(C)c3cc(NC(=O)c4cc(OC)cc(OC)c4)ccc3n2)cc1 | -6% | 9.2µM* | -14%
Cn1c(=O)c2c(nc(N3CCOCC3)n2CCCNC2=NCCCCC2)n(C)c1=O | -6% | -25% | -13%
COCCOC(=O)c1c(NC(=O)CN2CCOCC2)sc(C(N)=O)c1C | -3% | -15% | 0%
CC(C)c1nnc(NC(=O)CC(=O)Nc2ccccc2C(=O)O)s1 | 0% | -2% | -2%
Cc1c(Cl)cccc1NC(=O)CNCc1ccccc1F | 19% | -14% | 10%
COCCNC(=O)c1ccc2c(c1)nc(C)n2-c1cc(OC)c(OC)c(OC)c1 | -6% | 2% | -7%
CN(Cc1ccco1)c1ccnc(-c2cccnc2)n1 | . | -2% | -2%
CC1=C(C(=O)OCC(C)C)C(c2ccc(OCc3ccccc3)cc2)N2C(=O)CCSC2=N1 (stereo unspecified) | -16% | ? | -15%
COc1ccc(CCNC(=O)COc2ccc(S(=O)(=O)N3CCOCC3)cc2)cc1OC | -4% | -5% | -1%
COc1ccc(S(=O)(=O)N(CC(=O)NCC2CCCO2)c2ccc(F)cc2)cc1OC (stereo unspecified) | 0% | -28% | 6%
CCCCC(CC)Cn1c(O)c(/C=C2\C=NN=C2c2ccccc2)sc1=S (stereo unspecified) | -8% | ? | -14%
N#Cc1nc(COc2ccccc2)oc1NCCCn1ccnc1 | 13% | -20% | -5%
CCN(CC(=O)Nc1c(C(=O)OC)[nH]c2ccccc12)c1ccc2c(c1)OCO2 | -24% | ? | -22%
COc1ccc(C2=NOC(Cn3nc(C(=O)NCC4CC4)cc3-c3ccccc3)C2)cc1 (stereo unspecified) | 0% | 21µM* | -6%
Cc1ccccc1CSCCNC(=O)c1ccc(Cl)c(S(=O)(=O)N2CCOCC2)c1 | -15% | ? | 2%
CC(Cc1cccs1)NC(=O)NC1CCCCC1 (stereo unspecified) | ? | -12% | 3%
O=C(Nc1cc(C(F)(F)F)ccc1N1CCCCC1)c1cccc([N+](=O)[O-])c1 | 13% | ? | -6%
O=C(NCC(c1cccnc1)N1CCc2ccccc21)c1ccccc1Br (stereo unspecified) | 25% | ? | 1%
O=C(Nc1nccs1)c1cc(S(=O)(=O)N2CCOCC2)ccc1Cl | -1% | -29% | -12%
O=S(=O)(Nc1ccc(-n2cnnn2)cc1)c1ccc(Cl)cc1 | -1% | 2% | 0%
CCCCCCCCCCCCC/C=C/[C@@H](O)[C@H](CO)NC(=O)CCCCCCC | . | -2%[4.12 µM] | -7%
CCOc1ccc(-n2c(SCC(=O)c3c(N)n(C)c(=O)n(C)c3=O)nnc2-c2cccnc2)cc1 | 2% | -13% | 2%
COc1ccccc1NS(=O)(=O)c1cc(NC(=O)c2cccnc2)ccc1N1CCCCC1 | ? | ? | -10%
COc1cccc(N/C(SC)=C(/C#N)C(N)=O)c1 | -2% | ? | -2%
Cc1cc(C)c(C#N)c(SCc2c(F)cccc2[N+](=O)[O-])n1 | -13% | 1% | -2%
Cc1cc(C(=O)O)ccc1NCc1ccncc1 | 1% | 4% | -8%
Cn1cc(C(=O)N/N=C/c2cccc(O)c2)ccc1=O | -9% | 0% | -4%
CC(=O)Nc1ccc(CN2CCCC(CCC(=O)NCc3ccccc3F)C2)cc1 (stereo unspecified) | -3% | 5% | 0%
Cc1ccc(N2CC(NC(=O)c3ccc(S(=O)(=O)N4CCCCC4)cc3)CC2=O)cc1 (stereo unspecified) | -6% | ? | -1%
COC(=O)c1ccccc1NC(=O)Cc1nc(-c2ccccc2)sc1-c1ccc(C)cc1 | -1% | ? | -7%
CCOC(=O)CN1C(=O)S/C(=C/c2ccc3c(c2)n(C)c(=O)n3C)C1=O | -9% | 4% | 2%
COc1ccc(-c2ccnc(-c3ccncc3)n2)cc1 | 12% | ? | -6%
CC1S/C(=C(\C#N)C(=O)NCc2ccco2)N(Cc2ccco2)C1=O (stereo unspecified) | -2% | 8.2µM* | 1%
CN(C)C(=O)CCc1ccc2c3c([nH]c2c1)[C@]1(C)[C@@H](C(=O)N2CCCCC2)C[C@H](CC(=O)NCCc2ccccn2)C(=O)N1CC3 | 1% | 12% | -1%
Cc1ccc(C(=O)OCC(=O)Nc2ccccc2Sc2ccccc2)cc1C | -14% | ? | -5%
CN(Cc1ccccc1)S(=O)(=O)c1cccc(C(=O)O)c1 | -1% | 4% | -3%
O=C(N/N=C\C=C\c1ccc2c(c1)OCO2)c1ccc(F)cc1 | -3% | 27% | -2%
CCOc1c(Cl)cc(C(=O)Nc2ccccc2-c2ccccc2)cc1Cl | 17% | -15% | -5%
O=C1CSCN1c1ccc(Cl)c(Cl)c1 | 0% | 9% | -5%
CCCCc1nnc(NC(=O)c2ccc(N3CCCC3=O)cc2)s1 | 2% | -6% | -3%
COc1ccc(NC(=O)c2ccc3c(c2)n(C)c(=O)n3C)cc1 | -20% | -29% | 1%
COc1ccc(-c2sc3cc4c(cc3c2-c2ccc(OCCN3CCOCC3)cc2)OCO4)cc1 | 2% | ? | -1%

New compounds follow
SMILES | FEN1 inhibitor | TDP1 cell CPT | GCN5L2 inh
CCOC(=O)C1=C(N)OC2=C(C(=O)CC(C)(C)C2)C1c1ccoc1 (stereo unspecified) | 9% | ? | -7%
CC(=O)c1c(C)[nH]c(C(=O)Nc2ccccc2N2CCOCC2)c1C | 0% | ? | -3%
O=C(O)CCC(=O)NCc1ccc(C(=O)O)cc1 | -2% | 6% | -2%
COc1ccc(/C=C/C(=O)Nc2ccncc2)cc1OC | -14% | -20% | 1%
O=S(=O)(c1cccc(-c2csc(-c3cccnc3)n2)c1)N1CCOCC1 | -15% | ? | -20%
Cn1cc(CN2CCC(Oc3ccc(C(=O)N4CCCCC4)cc3)CC2)cn1 | 0% | 10% | -28%
CN(C(=O)COC(=O)c1ccc2c(c1)OCO2)C1CCS(=O)(=O)C1 (stereo unspecified) | 3% | -8% | -6%
Cc1ccc(NC(=O)c2cnn(-c3ccccc3)c2C)cc1 | 1% | -43% | -4%
O=C(NC1CCCCC1)Oc1cc2oc(=O)sc2cc1Br | -5% | 16µM* | -4%
CN=c1scc(-c2ccc(OC)cc2)n1/N=C(\C)c1cccnc1 | -15% | ? | -12%
COCCCNC(=O)c1cc(S(=O)(=O)NCCCN2CCCC2=O)ccc1Cl | -3% | -1% | -1%
CC(NC(=O)c1cccs1)c1n[nH]c(=S)n1C (stereo unspecified) | 1% | -30% | -2%
O=C(N1CCc2cc(S(=O)(=O)NC[C@H]3O[C@@H](n4ccc(=O)[nH]c4=O)[C@H](O)[C@@H]3O)ccc2C1)C(F)(F)F | 3% | -1% | .
CC1(C)CC(=O)C2=C(C1)N(Cc1cccnc1)C(=O)C2(NC(=O)c1ccc(F)cc1)C(F)(F)F (stereo unspecified) | -3% | ? | -8%
CC(=O)N1CCc2cc(S(=O)(=O)N3CCCCC3C)ccc21 (stereo unspecified) | -13% | 5% | -2%
COc1cc(C(=O)Nc2ccc(NC(=O)c3cccc(Cl)c3)nc2)cc(OC)c1OC | -11% | 26µM* | -11%

Quoted at random: 2 compounds from above.
SMILES | FEN1 inhibitor | TDP1 cell CPT | GCN5L2 inh
O=C(NC1CCCCC1)Oc1cc2oc(=O)sc2cc1Br | -5% | 16µM* | -4%
COCCCNC(=O)c1cc(S(=O)(=O)NCCCN2CCCC2=O)ccc1Cl | -3% | -1% | -1%

Source: PubChem

This is a subset. The share of hits here may be higher or lower than overall.
